# From PubChem
# NSD2 HMT inh: NSD2 histone methyltransferase inhibitors, primary screen, biochemical, AlphaScreen, single concentration, set 2; NSD2 peptide methylation, 120 min; inhibition, % at 12.5 µM; 310,000 compounds, 0.54% hits; AID 743445, 2014; in the data active = inhibition above about 50%
# dFosB act: activators of delta FosB homodimer, primary screen, biochemical, fluorescence polarization, TAMRA-CDK5 oligo, single point; 340,000 compounds, 0.99% hits; Protein FosB (Mus musculus), P13346; purified delta FosB; percent of positive-control signal above neutral wells; activation, % at 25 µM;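 active = mean activation above about 17%, with every replicate also reaching it, limit read from the data, passing the limit was not always enough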;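 also: fluorescence polarization rise as delta FosB binds a TAMRA Cdk5 AP-1 oligo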
# Target sequence (P13346 whole entry, looked up): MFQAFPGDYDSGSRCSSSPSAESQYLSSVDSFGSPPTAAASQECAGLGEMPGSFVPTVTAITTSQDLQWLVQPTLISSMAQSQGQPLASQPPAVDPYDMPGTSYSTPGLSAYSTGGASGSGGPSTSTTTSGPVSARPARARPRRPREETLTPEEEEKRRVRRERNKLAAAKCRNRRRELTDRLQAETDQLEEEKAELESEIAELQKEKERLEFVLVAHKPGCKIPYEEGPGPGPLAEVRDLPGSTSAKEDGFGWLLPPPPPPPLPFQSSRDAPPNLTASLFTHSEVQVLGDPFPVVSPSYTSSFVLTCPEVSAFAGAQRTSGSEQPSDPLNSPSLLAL
# V-ATPase pH: regulators of yeast V-ATPase proton pumping, primary screen, pHLuorin cytosolic pH fluorescence; S. cerevisiae; response, % at 10 µM; 350,000 compounds, 0.37% hits; AID 504577, 2011; in the data active = response mostly above about 7.3%, no sharp cut-off; inactive = mostly below about 5.4%; also: actives read high; inactives centre near 0; some compounds called inactive have numbers as strong as hits; reference of the scale not given here
# Wnt act: Wnt/beta-catenin pathway activators, primary screen, cell-based, plate reader, single point. activation, % at 9.35 µM. 300,000 compounds, 1.2% hits. Wnt/beta-catenin reporter cell assay, activator. AID 743398, 2014; in the data active = activation above about 30%, passing the limit was not always enough;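 also: 0% = neutral control wells and 100% = positive control wells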
# MITF TRPM1 HTS: activators of MITF-driven TRPM1 promoter reporter, primary screen, cell-based, SK-MEL-5, luciferase, single point | AID 588334, 2011 | activation, % at 12.5 µM | 300,000 compounds, 0.75% hits | SK-MEL-5 TRPM1-promoter luciferase, 24 h; % of positive control, neutral wells = 0;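 active = mean activation of at least 80% with every replicate also reaching 80%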;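 also: 0% = neutral control wells and 100% = parthenolide positive control wells; values of inactives mirror those of a sister screen read the other way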
# CDK5 inh: inhibitors of human CDK5/p35 kinase, primary screen, biochemical, single concentration. Cyclin-dependent kinase 5 (Homo sapiens) + Cyclin-dependent kinase 5 activator 1 (Homo …. Recombinant CDK5/p35, ADP-Glo luminescence, 60 min. inhibition, % at 10 µM. 330,000 compounds, 0.01% hits. AID 488839, 2010;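 active = highest replicate inhibition of at least 50% and at least 75% of replicates reaching 50%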;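 also: plate controls were DMSO neutral control for no effect and GW8510 at 10 µM for full effect; many of its hits are not listed in these tables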
# HTR5A ag: HTR5A agonists in luminescence cell assay, primary screen, counter-screen for OPRM1-OPRD1 heterodimer agonist project, full-deck HTS | cell-based | 340,000 compounds, 0.61% hits | AID 504692, 2011 | 5-hydroxytryptamine receptor 5A (Homo sapiens), P47898 | activation, % at 9.3 µM; in the data active = activation mostly above about 9.5%, no sharp cut-off; inactive = mostly below about 7.6%;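 also: 0% = cells with vehicle only and 100% = reference agonist; strong numbers were not always called active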
# HTR5A inv ag: HTR5A inverse agonists in luminescence cell assay, primary screen, counter-screen for OPRM1-OPRD1 heterodimer inverse agonist project, full-deck HTS. HTR5A cell line, inverse agonism. inhibition, % at 9.3 µM. 340,000 compounds, 0.083% hits; in the data active = inhibition mostly above about 23%, no sharp cut-off; inactive = mostly below about 18%;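 also: 0% = cells with DMSO and 100% = no-cell wells with DMSO; some compounds called inactive have numbers as strong as hits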
# PvdQ inh: P. aeruginosa PvdQ acylase inhibitors, primary screen, biochemical, fluorescence, plate reader and imaging, single point | PvdQ acylase [Pseudomonas aeruginosa LESB58] | purified PvdQ acylase | inhibition, % at 10 µM | 340,000 compounds, 0.063% hits | AID 488965, 2010; in the data active = inhibition above about 30%, passing the limit was not always enough;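 also: 0% = vehicle neutral wells and 100% = reference inhibitor wells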
# SR-BI HDL uptake: inhibitors of SR-BI mediated HDL lipid uptake, primary screen, ldlA[mSR-BI] cells, fluorescence, single point | 320,000 compounds, 0.96% hits | Scavenger receptor class B member 1 (Mus musculus), Q61009 | ldlA[mSR-BI] CHO cells, DiI-HDL uptake fluorescence, 3 h | inhibition, % at 12.5 µM;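 active = mean replicate inhibition of at least 70% and a set share of replicates each scoring 70 or more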;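 also: 0% = median of neutral control wells and 100% = median of positive control wells; values of inactives mirror those of a sister screen read the other way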
# Target sequence (Q61009 whole entry, looked up): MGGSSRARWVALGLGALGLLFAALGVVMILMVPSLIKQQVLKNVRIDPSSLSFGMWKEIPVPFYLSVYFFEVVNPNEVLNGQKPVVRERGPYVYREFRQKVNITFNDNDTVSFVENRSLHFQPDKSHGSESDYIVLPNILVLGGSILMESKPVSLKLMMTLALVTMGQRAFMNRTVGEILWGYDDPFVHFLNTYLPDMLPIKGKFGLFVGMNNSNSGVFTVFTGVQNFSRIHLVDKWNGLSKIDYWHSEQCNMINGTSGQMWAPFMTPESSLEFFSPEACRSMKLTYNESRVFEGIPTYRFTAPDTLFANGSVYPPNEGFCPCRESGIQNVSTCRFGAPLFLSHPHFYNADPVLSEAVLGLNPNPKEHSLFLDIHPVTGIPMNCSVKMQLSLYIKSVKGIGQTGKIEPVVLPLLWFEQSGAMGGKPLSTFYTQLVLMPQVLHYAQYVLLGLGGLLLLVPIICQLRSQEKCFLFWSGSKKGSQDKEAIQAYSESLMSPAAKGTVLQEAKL
# Numbers without * were called inactive; x = not tested or not shown. Compounds as they come. Share with any hit: about 5%.
Structure	NSD2 HMT inh	dFosB act	V-ATPase pH	Wnt act	MITF TRPM1 HTS	CDK5 inh	HTR5A ag	HTR5A inv ag	PvdQ inh	SR-BI HDL uptake
Cn1cccc1C(=O)OCc1nc2ccccc2c(=O)[nH]1	18.6	-10.2	0.5	-1.4	30.8	0.5	2.7	-6.5	-12.4	-21.1
O=C(O)c1nn(CC(=O)N2CCCCCC2)c(=O)c2ccccc12	-0.4	-4.8	-5.0	1.2	1.7	-0.3	2.6	-7.1	-15.1	1.0
COC(=O)c1ccc(S(=O)(=O)NCc2ccco2)o1	0.6	-5.1	3.0	0.8	-4.5	0.4	5.7	6.7	-17.5	-10.4
Cc1occc1C(=O)O/N=C(\N)c1ccc(Cl)cc1	4.4	-11.5	1.9	63.4*	x	-0.1	1.4	-43.5	-31.0	17.9
Cc1csc(NC(=O)c2ccc(Cn3nc(C)c(Br)c3C)o2)n1	1.6	-5.0	2.5	-2.0	-10.5	2.4	4.5	-10.8	5.9	-0.3
Cc1ccc(OCC(=O)Nc2ccc(N3CCN(S(C)(=O)=O)CC3)cc2)cc1	-3.9	-4.5	1.2	-1.1	3.8	0.1	2.9	-12.9	9.5	-1.9
CCN(CC)CCNC(=O)c1ccc(CS(=O)(=O)c2ccc(Br)cc2)o1	x	-1.9	-0.4	-1.1	4.7	2.3	3.1	-8.6	-3.6	-32.0
O=C(O)c1cccc(S(=O)(=O)Nc2ccccc2Cl)c1	-0.7	1.3	0.2	x	0.0	-0.1	-2.4	-12.6	-5.8	-11.0
COc1ccc(OCc2nnc(SCC(=O)Nc3ccccc3C#N)o2)cc1	x	-5.4	-3.5	-2.8	4.5	2.0	4.8	-12.9	-18.1	-4.9
COCCn1c(SCC(=O)NN2C(=O)NC(C)(c3ccccc3)C2=O)nnc1-c1ccncc1 (centres undefined)	-2.2	-6.6	3.2	4.3	-4.6	0.1	-0.2	6.8	-15.8	-34.3
Oc1c(C2=NCCNC(C(F)(F)F)=C2)ccc2ccccc12	25.9	-6.1	-3.7	-0.9	87.0*	2.6	-1.3	3.5	17.2	41.2
CCNC1(C#N)CCN(Cc2ccccc2)CC1	-0.6	5.5	-4.8	-0.9	12.1	2.0	-1.9	7.8	0.7	2.1
CN(CC(=O)Nc1ccc(Cl)cc1)C(=O)CNC(=O)c1ccc(Br)o1	0.1	-1.3	13.7	-1.4	6.7	-0.1	-2.5	6.2	-5.9	6.9
CCCP(=O)(CC(=O)O)c1ccccc1 (centres undefined)	-0.4	-3.2	2.7	x	-4.6	0.4	-10.8	25.9	-12.1	0.2
CSc1nc(C)cc(Oc2ccccc2)n1	0.1	-2.4	-0.8	-0.6	-6.2	-0.5	1.8	-4.9	-1.1	-9.3
CCC1(c2ccccc2)SC(N)=NC1=O (centres undefined)	-1.7	-2.5	-1.6	-1.1	2.0	0.1	-2.4	9.3	-7.1	-7.1
CN(c1cccc(Cl)c1)S(=O)(=O)c1cccc(C(=O)NC2=NCCS2)c1	1.3	-7.7	-0.7	x	-9.1	1.6	0.6	-25.1	-0.3	1.8
CC1CCC(C(C)C)C(OC(=O)CSc2nnc(N)s2)C1 (centres undefined)	0.5	0.0	-1.1	x	0.2	1.8	2.2	21.8	-11.6	7.1
CCOC(=O)NNc1ccc(C(F)(F)F)cn1	5.3	0.2	2.4	-1.1	-10.1	1.3	-1.3	-36.6	-19.1	-8.4
Cc1cccc(C)c1OCC(=O)Nc1ccccc1C(F)(F)F	-2.4	-0.7	2.4	-0.9	-1.0	2.4	-0.3	4.7	-12.5	3.2
Cc1nn(C(=O)CCCn2cc([N+](=O)[O-])cn2)c(C)c1Cl	-3.3	0.3	3.0	-1.6	-7.2	-2.1	-0.8	25.8	-17.0	-3.3
Cn1cc(/C=C(\NC(=O)c2ccccc2Cl)C(=O)NCCN2CCOCC2)c2ccccc21	0.4	-9.9	-2.8	0.8	-1.1	-1.1	2.6	-0.2	3.7	-1.8
O=C(CCn1nnc2ccccc21)Nc1nnc(COc2ccc(F)cc2)s1	-0.5	7.6	1.5	x	17.6	0.9	0.1	-0.2	-11.2	8.6
CC1CN(C(=O)C(C)N2C(=O)c3ccccc3C2=O)CC(C)O1 (centres undefined)	-1.0	4.0	4.6	x	-8.0	-0.5	-3.3	-20.2	-7.8	-17.7
CN(C)CCNC(=O)CN1C(=O)CSc2ccc(S(=O)(=O)N3CCCCC3)cc21	0.3	3.3	-1.9	-1.6	7.6	0.9	1.7	-1.3	-3.9	-23.1
O=C(NCCCN1CCCC1=O)c1cccnc1	2.3	1.0	-5.4	x	12.5	0.2	7.9	-25.5	-9.0	37.9
O=S(=O)(Nc1cccc(S(=O)(=O)N2CCCC2)c1)c1ccccc1F	-0.7	0.1	-0.5	1.0	-7.1	1.9	2.7	-6.6	-4.6	-6.6
COc1ccccc1NC(=O)COC(=O)C12CC3CC(CC(Br)(C3)C1)C2	-1.1	-10.5	1.9	-0.5	-4.7	-1.8	1.9	2.4	-15.2	-26.5
COc1ccc(C)cc1S(=O)(=O)NCc1cccs1	2.1	-1.4	1.4	-2.4	-3.1	-0.2	0.6	-1.7	9.6	6.0
N#Cc1cc(-c2ccccc2)cn(Cc2c(Cl)cccc2Cl)c1=O	-0.9	-1.8	-0.4	x	2.9	-1.7	1.3	-4.2	-9.8	14.6
COc1cc(/C=N/NC(=O)c2ccc([N+](=O)[O-])cc2Cl)cc(Br)c1O	2.2	-5.2	-0.3	x	-14.7	-0.5	-3.0	10.4	-10.6	5.0
CC(C)(C)NC(=O)CN(C(=O)CNC(=O)c1cccs1)c1ccccc1F	-1.7	-2.5	3.8	0.2	x	-2.7	1.5	-4.4	-12.0	x
Cc1ccc(-c2nc(Nc3cccc(O)c3)c3ccccc3n2)cc1	-3.2	22.0*	-1.0	1.2	7.1	0.6	0.9	-3.4	-15.3	69.0
O=C(c1ccco1)N1CCN(c2cccc(Cl)c2)CC1	2.1	5.5	4.9	4.2	48.5	2.4	2.0	7.8	16.1	19.5
O=C(Cn1cnc2cc([N+](=O)[O-])ccc2c1=O)Nc1ccc2c(c1)OCO2	0.6	-3.6	-1.3	-0.3	-14.5	2.4	-0.3	0.7	-2.2	0.9
COc1ccc(Cl)cc1NC(=O)CN(C)C(=O)C12CC3CC(CC(Cl)(C3)C1)C2	-1.1	-15.2	0.3	0.2	7.7	0.9	6.3	-3.2	6.0	37.3
Cc1cc(C)n(/N=C/c2c[nH]c3ccccc23)c(=O)c1C#N	-2.4	5.5	-0.1	1.2	-0.4	-1.9	-2.7	11.0	-1.8	-11.9
O=S(=O)(c1ccccc1F)N1CCN(C(=S)NCc2ccccc2)CC1	0.1	-0.8	-1.8	-2.5	-5.9	-2.6	-3.5	9.8	-8.0	-10.5
COc1ccc(C(=O)N(CN2CCCC2=O)c2ccc(C)cc2)cc1	1.9	-4.8	2.3	x	x	-0.8	-0.1	13.6	0.8	2.5
CC[C@H](C)Cc1cn([C@@H](CCCCNC(=O)OC(C)(C)C)C(=O)NCCCCCCCCCCC(=O)N2CCN(C(=O)OC(C)(C)C)CC2)nn1	x	9.3	2.1	-16.5	-67.1	-0.6	3.8	-6.1	-0.3	37.8
Cc1ccccc1-c1nn(-c2ccc(F)cc2F)cc1CNCC(C)O (centres undefined)	-2.3	-1.0	-0.6	-2.1	20.3	-1.6	2.2	19.0	-9.8	-18.0
CN(C)CCNc1ccc(Cl)cc1[N+](=O)[O-]	3.5	-0.3	0.9	x	-2.2	1.5	-2.1	7.3	5.2	-30.3
CC(C)c1cccc(-c2ccc3c(c2)S(=O)(=O)c2cccc(C(=O)O)c2C3=O)c1	x	-0.3	0.0	0.2	13.6	2.5	-0.5	8.4	8.4	-19.3
O=C1C(Cc2c[nH]c3ccccc23)NC(=S)N1C1CCCCC1 (centres undefined)	0.8	-6.9	1.5	10.1	-12.3	2.5	1.6	-4.5	1.2	0.3
O=C(NCc1ccccn1)C(=O)NN=C1CCCCCCC1	-2.2	-9.2	-2.6	-0.5	2.3	-2.8	3.6	15.0	-0.1	-25.9
C/C(Cl)=C/CN1C(=O)C2C3C=CC(C3)C2C1=O (centres undefined)	8.5	4.0	1.5	x	x	0.9	-2.9	-16.5	3.6	-48.1
O=C(Nc1cccc(S(=O)(=O)N2CCCC2)c1)c1cccc(S(=O)(=O)N2CCOCC2)c1	-2.8	-5.7	8.8	-1.5	-5.6	1.2	16.4	-45.3	5.4	38.0
C=CCNc1c2c(nc3nnnn13)CCCC2	-0.4	-3.1	-1.0	-0.9	7.3	-0.9	0.2	-0.5	-5.6	-24.8
CC1CCCN(C(=O)c2ccc(-c3ccccc3Cl)o2)C1 (centres undefined)	0.2	-20.6	-6.5	34.0*	140.0*	-1.0	-2.6	-13.4	-6.1	8.4
Cc1ccc(S(=O)(=O)NCc2ccccc2)cc1C(=O)NCc1ccccn1	1.5	-4.9	-1.6	-0.1	-6.6	-7.6	0.4	-18.1	-7.4	1.9
O=C(c1ccc(CSc2ccccc2)cc1)N1CCCCCC1	-0.1	-1.6	0.1	10.4	61.5	-1.5	-1.0	6.6	9.2	-16.5
Cn1cccc1C(=O)C(=O)Nc1cc(Cl)cc(Cl)c1	-2.7	14.2	8.2	7.2	46.1	0.9	5.0	-25.1	-11.1	57.5
O=C(CSc1nnc(CNC(=O)c2ccc(F)cc2)o1)Nc1nccs1	-2.7	-7.0	-2.5	-2.7	-5.9	0.9	6.9	-8.6	6.0	-26.2
CCOC(=O)N1CCC(Nc2c(OCC)c(=O)c2=O)CC1	x	2.2	-2.8	-1.0	x	-1.5	-1.5	4.5	-0.8	-23.0
CCc1nc(-c2ccc(-c3ccc(OC)cc3)nc2OC)no1	3.1	-16.1	-0.3	56.0*	12.5	-1.5	1.6	-5.0	-0.3	45.0
Cc1ccc(C)c(Cn2c(O)c(N=NC(=S)Nc3ccccc3F)c3ccccc32)c1	0.1	-13.1	1.0	-3.9	-11.3	-0.7	6.8	-3.0	-5.1	84.3*
CCCOc1cccc(C(=O)NCCNC(=O)c2ccco2)c1	3.4	-3.5	0.8	-3.5	-4.7	0.3	3.9	-10.2	9.7	x
CC(Oc1ccc(Cl)cc1)C(=O)Nc1cccc(S(=O)(=O)N2CCOCC2)c1 (centres undefined)	-1.8	-8.1	1.0	-1.5	-5.1	-0.3	4.5	-10.9	-13.2	3.2
